GPR7 antagonist: antagonists of human GPR7 (neuropeptides B/W receptor 1); GPR7-expressing cells, fluorescence antagonist assay; hit rate 1.1% among 290,000; P48145; AID 1861; inhibition, % at 4.4 µM; in the data active means inhibition above about 16%, passing the limit was not always enough;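 further: cells stimulated with the agonist NPW; 0% = agonist with vehicle and 100% = vehicle without agonist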
Target sequence (P48145 whole entry, looked up): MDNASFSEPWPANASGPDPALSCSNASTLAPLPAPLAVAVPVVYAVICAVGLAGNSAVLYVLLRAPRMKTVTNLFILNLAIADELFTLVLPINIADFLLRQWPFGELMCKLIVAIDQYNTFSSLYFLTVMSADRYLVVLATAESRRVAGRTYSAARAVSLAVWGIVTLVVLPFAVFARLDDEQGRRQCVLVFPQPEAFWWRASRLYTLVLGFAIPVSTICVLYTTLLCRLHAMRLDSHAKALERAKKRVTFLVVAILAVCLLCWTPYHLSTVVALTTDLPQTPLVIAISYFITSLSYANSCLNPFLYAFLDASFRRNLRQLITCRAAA
CHO parental Ca: signal in parental CHO cells, OX1R antagonist counter-screen; parental CHO-K1, ATP-induced calcium, Fluo-8 fluorescence; inhibition, % at 5.6 µM; hit rate 0.63% among 330,000; AID 463079;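 active means inhibition above that plate's mean sample inhibition plus 3 SD, cut at about 26% in these data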;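 further: 0% = ATP-challenged DMSO wells and 100% = DMSO wells without ATP; some compounds past the cut are filed as inactive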
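Test system: untransfected parental CHO cell line; also added: ATP stimulus; dosing: 5.6 µM, single dose; signal: calcium-sensitive Fluo-8 fluorescence; measure: percent inhibition of ATP-evoked calcium rise, normalized to controls; benchmarks: low control ATP plus DMSO, high control DMSO only; replication: one well per compound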
V1R ag counter: V1a receptor agonism, counter-screen for OXTR agonists. activation, % at 3 µM. AID 2797. CHO-V1R cells, Fluo-8 calcium fluorescence, agonist mode; 0% DMSO, 100% 3 nM vasopressin. hit rate 0.25% among 320,000. P37288;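 active means activation above the mean activation of all tested compounds plus 3 SD, per screening run, cut at about 20% in these data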;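 further: signal is peak over basal fluorescence ratio across a 100 second FLIPR read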
OXTR ag: human OXTR agonism. CHO-OTR cells, Fluo-8 calcium fluorescence; normalized: DMSO 0%, oxytocin 100%. activation, % at 3 µM. AID 2435. hit rate 0.32% among 320,000. P30559;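 active means activation above the mean of all tested compounds plus 3 SD, cutoff set per screening run, cut at about 20% in these data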;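 further: peak over basal fluorescence ratio from a 100 s FLIPR kinetic read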
Target sequence (P30559 whole entry, looked up): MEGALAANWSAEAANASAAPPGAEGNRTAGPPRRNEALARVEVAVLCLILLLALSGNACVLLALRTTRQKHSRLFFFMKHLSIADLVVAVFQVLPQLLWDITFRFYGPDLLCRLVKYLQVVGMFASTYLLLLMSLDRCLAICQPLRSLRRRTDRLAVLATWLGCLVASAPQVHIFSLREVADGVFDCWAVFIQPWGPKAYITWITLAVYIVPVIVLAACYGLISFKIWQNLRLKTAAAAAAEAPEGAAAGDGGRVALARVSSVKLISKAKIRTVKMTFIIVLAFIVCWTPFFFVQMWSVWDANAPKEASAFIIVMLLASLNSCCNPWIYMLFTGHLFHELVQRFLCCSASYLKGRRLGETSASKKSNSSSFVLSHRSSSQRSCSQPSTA
M1 PAM parental: M1 PAM counterscreen hit in parental CHO-K1 cells; activation, % at 3 µM; hit rate 0.02% among 360,000; ATP EC20, Fluo-8 calcium fluorescence; 0% at ATP EC20, 100% at ATP max;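 active means activation above the run cutoff, the mean activation of all test compounds plus 3 SD, cut at about 40% in these data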;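 further: peak over basal fluorescence ratio in a 140 s read after ATP addition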
TAAR1 antagonist: human TAAR1 antagonism. hit rate 1.5% among 360,000. Q96RJ0. CHO RD-HGA16 TAAR1, Fluo-8 calcium fluorescence, antagonist. inhibition, % at 3 µM;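 active means inhibition above a per-plate cutoff, the mean inhibition of test compounds on that plate plus 3 SD, cut at about 49% in these data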;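 further: 0% = DMSO plus EC80 beta-PEA response and 100% = DMSO alone without agonist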
Target sequence (Q96RJ0 whole entry, looked up): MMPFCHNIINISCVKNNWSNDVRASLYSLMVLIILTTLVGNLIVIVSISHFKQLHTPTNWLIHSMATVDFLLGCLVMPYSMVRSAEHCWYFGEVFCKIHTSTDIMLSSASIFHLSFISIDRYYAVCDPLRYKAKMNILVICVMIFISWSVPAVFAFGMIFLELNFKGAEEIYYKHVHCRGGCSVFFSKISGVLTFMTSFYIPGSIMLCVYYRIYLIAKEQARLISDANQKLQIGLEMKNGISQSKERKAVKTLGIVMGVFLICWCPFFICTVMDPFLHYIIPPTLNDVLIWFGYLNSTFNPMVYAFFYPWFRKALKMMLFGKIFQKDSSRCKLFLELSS
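Test system – hTAAR1-expressing CHO RD-HGA16 cells, Gα16-coupled · Reagent – β-PEA at EC80 concentration, post-compound challenge · Compound dosing – 3 µM, single point · Timing – 140 s kinetic read after compound, 140 s after agonist · Detection – Fluo-8 intracellular calcium dye fluorescence, real-time kinetic reads · Control set – DMSO and EC80 PEA controls · Repeats – n of 1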
OXTR potentiate: human OXTR potentiation; P30559; CHO-OTR cells, Fluo-8 calcium fluorescence, potentiator mode; 0% = oxytocin EC15, 100% = EC100; activation, % at 3 µM; hit rate 0.061% among 320,000;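 active means activation above that plate's cutoff, the mean activation of tested compounds plus 3 SD, cut at about 6.6% in these data, passing the limit was not always enough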;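 further: 100% uses oxytocin at 75 nM as the full agonist control; some results filed as inactive read as strong as hits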
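Replication – single well per compound, singlicate · Assay system – CHO cell line stably expressing human OTR · Timing – 6 min pre-incubation, 100 s read · Measure – normalized max/min fluorescence ratio, % activation · Doses – 3.0 µM, one dose · Detection – Fluo-8 calcium dye fluorescence · Probe or stimulus – oxytocin near EC15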
M1 ag parental: counter-screen for M1 agonists: effect in parental CHO-K1 cells. Fluo-8 calcium fluorescence; scaled to maximal ATP response, vehicle zero. activation, % at 3 µM. hit rate 0.48% among 360,000; in the data active means activation above about 15%;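 further: untransfected CHO-K1 host cells lacking M1 receptor as counterscreen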
CHO-K1 Ca antag: M1 antagonist counterscreen hit in parental CHO-K1 cells; ATP-induced calcium, Fluo-8 fluorescence; inhibition, % at 3 µM; hit rate 0.6% among 360,000; AID 602250;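 active means inhibition above a per-plate cutoff, the plate's mean sample inhibition plus 3 SD, cut at about 24% in these data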;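 further: 0% = DMSO plus EC80 ATP and 100% = DMSO alone without ATP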
Numbers without * were called inactive; / = not tested or not shown.

SMILES	GPR7 antagonist	CHO parental Ca	V1R ag counter	OXTR ag	M1 PAM parental	TAAR1 antagonist	OXTR potentiate	M1 ag parental	CHO-K1 Ca antag
CC1=NN(c2ccc(S(=O)(=O)O)cc2Cl)C(=O)C1	4	7	-0.3	1.6	19	-5	-12	0.6	-10
CC(C)(C)c1ccc(CS(=O)CC(O)CO)cc1 (stereo not drawn)	-9	-5	1.1	-0.1	-1	-10	-5	0.0	-1
Cc1c(C(=O)NC(c2ccccn2)C(F)(F)F)oc2c(F)cccc12 (stereo not drawn)	-8	-10	-0.2	-1.0	0	-5	-5	0.6	-9
CC(=O)/C(N=Nc1cc2c(c([N+](=O)[O-])c1C)C(C)(C)CC2(C)C)=C(\C)O	1	-11	13	-1.8	2	0	-10	0.2	-5
Cc1csc(NC(=O)C2CCCC2)n1	-5	3	0.2	-0.9	2	-8	-10	0.4	-3
CCc1noc(C)c1C(=O)N(CCOC)c1c(N)n(CC(C)C)c(=O)[nH]c1=O	8	1	0.9	0.0	26	-15	-8	2.1	-7
CCOC(=O)c1c(NC(=O)C2=C(C)NC(=S)NC2c2ccccc2C(F)(F)F)sc(C)c1C (stereo not drawn)	-3	-6	-1.2	-1.4	23	7	-6	0.0	-5
NC(=O)NN=C1CCn2cccc21	/	/	/	/	-2	-1	/	-0.1	2
Cc1noc2ncnc(N3CCN(c4cccc(Cl)c4)CC3)c12	-4	-9	4.7	6.7	-16	5	-11	12	14
Nc1c(S(=O)(=O)O)cc(NC(=O)c2ccccc2)c2c1C(=O)c1ccccc1C2=O	-8	-19	6.1	0.6	12	/	-9	3.2	9
O=C(N/N=C/c1ccccc1F)c1ccc(COc2ccccc2Cl)o1	-5	-21	1.7	-1.0	7	11	-8	0.6	-1
CNC(=O)C(=O)N/N=C/c1cccnc1	-1	-5	0.3	1.3	-10	-17	-4	0.2	-1
Cc1c(CN2CCC(C(=O)Nc3ccc(Oc4ccccc4)nc3)CC2)cnn1C	-8	2	-0.5	0.3	23	-15	0	1.6	-18
CCOc1cc(CO)ccc1OCC(=O)N1CCCCC1	-6	-7	0.2	1.4	6	-14	-4	0.4	1
Cc1nc(CN2CCCC2=NC#N)n(-c2ccccc2)n1	-3	-14	0.5	-0.1	34	-7	-4	1.2	-27
CCC(=O)Nc1cccc2cccnc12	-13	3	-0.6	0.0	10	0	-14	1.2	-16
COC(=O)c1ccc(CN2CCCC(C(=O)Nc3ccc(-c4ccn[nH]4)cc3)C2)cc1 (stereo not drawn)	-7	0	-0.4	2.5	0	-9	-11	7.2	-17
COc1ccc2nc(SCC(=O)Nc3ccccc3C#N)[nH]c2c1	11	-9	1.4	-0.2	16	11	-10	1.2	5
Cc1nc(CCNC(=O)c2cccs2)cs1	-11	-17	0.7	0.0	24	-12	4	0.9	-10
CC1(c2ccc3ccccc3c2)NC(=O)N(CC(=O)N2CCC(C(N)=O)CC2)C1=O (stereo not drawn)	/	-15	1.0	0.7	-1	-18	-6	-0.3	-9

A different layout for some results above:
compound | GPR7 antagonist | CHO parental Ca | V1R ag counter | OXTR ag | M1 PAM parental | TAAR1 antagonist | OXTR potentiate | M1 ag parental | CHO-K1 Ca antag
Cc1c(C(=O)NC(c2ccccn2)C(F)(F)F)oc2c(F)cccc12 (stereo not drawn) | -8 | -10 | -0.2 | -1.0 | 0 | -5 | -5 | 0.6 | -9
CCOc1cc(CO)ccc1OCC(=O)N1CCCCC1 | -6 | -7 | 0.2 | 1.4 | 6 | -14 | -4 | 0.4 | 1

(listing goes on)
SMILES	GPR7 antagonist	CHO parental Ca	V1R ag counter	OXTR ag	M1 PAM parental	TAAR1 antagonist	OXTR potentiate	M1 ag parental	CHO-K1 Ca antag
CCOc1cc(CNCC2CCCN2CC)cc(Cl)c1OC (stereo not drawn)	-5	8	-0.8	1.0	2	-26	-6	0.8	-16
CN(C(=O)c1cccc(NC(=O)Cc2cccc(NC(=O)C3CCN(C(=O)C4CCCCC4)CC3)c2)c1)C1CC1	/	/	/	/	3	1	/	-0.5	-1
O=C(O)Cn1c(=O)c2c3c(sc2n(Cc2ccc(F)cc2)c1=O)CCCC3	-5	1	0.0	-0.1	16	16	-6	0.4	-16
CCN(CC)CCCNC(=O)Cn1cnc2ccc(S(=O)(=O)N3CCC(C)CC3)cc2c1=O	-6	-3	-0.4	-0.3	-9	10	1	-0.1	14
O=C(CNS(=O)(=O)c1ccc(Br)cc1)NC1CCCC1	2	-8	1.1	0.0	3	-7	-6	1.8	-20
CC(C)(C)NC(=O)CN1C(=O)c2cccc3cccc1c23	/	/	/	/	-7	-3	/	2.4	13
Nc1nnc(-c2ccccc2)c(-c2ccccc2)n1	-16	1	0.5	-0.2	9	0	-12	-0.1	9
CCCc1nnc(NC(=O)CCC(=O)N2CCN(S(=O)(=O)c3ccc(OC)cc3)CC2)s1	-14	-4	0.3	0.5	-5	-22	-5	-0.1	-6
CCc1nnc(SCC(=O)Nc2ccc(C(C)=O)cc2)nc1CC	/	-13	0.4	-2.1	6	-4	-9	0.3	-7
OCCC1CN(Cc2cccn2-c2ncccn2)CCN1Cc1ccccc1 (stereo not drawn)	-12	-5	0.8	0.7	4	-12	-2	0.0	-8
COc1cc(NC(=O)c2ccc3c(c2)OCCO3)ccc1NC(=O)c1ccco1	-17	-21	-0.1	-0.3	21	0	1	0.0	-9
Cc1ccc(S(=O)(=O)N(C)CC(=O)NCCc2c[nH]c3ccccc23)cc1	-3	-12	6.6	4.3	-19	31	-25	7.0	-3
O=C(NNc1ccc(F)cc1F)c1c(F)cccc1Cl	-1	-8	-0.8	-0.8	14	-8	-11	12	3
O=C(O)CCn1c(SCCc2ccccc2)nc2ccccc21	/	-21	0.0	0.2	22	-24	6	0.6	-3
CCCNC(=O)NC1C(NC(=O)NCCC)N(C)C(=O)N1C (stereo not drawn)	6	-7	-0.3	0.3	14	-16	-7	0.5	-7
CCO[C@@H]1OC(C(=O)N2CCN(Cc3ccc4c(c3)OCO4)CC2)=C[C@H](c2ccc(Br)cc2)[C@H]1CCCO	-11	17	3.3	2.0	8	49*	-15	3.8	-8
O=C(CCC1CCCN(C(=O)c2cc(C3CC3)[nH]n2)C1)N1CCN(c2ccccn2)CC1 (stereo not drawn)	1	-23	0.1	-1.1	10	-6	2	0.8	-9
CC(=O)Nc1sc(C)c(C)c1CN1CCN(S(=O)(=O)c2ccccc2)CC1	13	-18	4.3	0.2	-6	1	-9	0.3	-4
Cc1ccnc(NC(=O)c2ccc(Cl)c(S(=O)(=O)N3CCCCC3)c2)c1	/	-27	3.9	3.1	-11	7	0	3.7	18
Cn1c(=O)c2cc(NC(=O)Cc3ccccc3F)ccc2n1Cc1ccc(Cl)cc1	/	/	/	/	18	3	/	2.9	-4
CCn1c(=N)n(CC(O)c2ccccc2)c2ccccc21 (stereo not drawn)	-6	-11	1.1	1.1	-1	-5	-1	0.1	-8
NS(=O)(=O)c1ccc(NC(=S)NC(=O)C2CCCCC2)cc1	-4	2	0.8	-1.6	18	-10	-9	1.1	-6
O=C(NCCN1CCCC1)c1ccc2c(c1)N(Cc1ccc(F)cc1)C(=O)c1ccccc1S2=O (stereo not drawn)	16	-17	-0.3	-0.8	10	-29	-3	-0.5	-5
C=CCC[C@H](Cc1ccc(F)cc1)C(=O)OC[C@@H](NC(=O)[C@H](CC=C)CC(=O)NCCO)c1ccccc1	/	-20	-0.3	-0.8	9	18	-10	1.0	-11
Cc1cc2c(=O)n(Cc3ccco3)c(SCC(=O)c3ccc(Cl)s3)nc2s1	-4	-17	-0.4	-0.4	23	8	-2	0.6	-20
Cc1ccc2nc(-c3ccccc3)c(Cc3cccc(F)c3)n2c1	/	/	/	/	11	3	/	1.2	-13
O=C(NCc1ccc(F)c(F)c1)c1cccc2c(-c3cccnc3)coc12	/	/	/	/	1	44	/	12	2
O=C(Nc1ccccc1)/C(=C/c1ccc(F)cc1)NC(=O)c1ccco1	-8	-6	0.6	1.3	7	-18	-4	0.9	-16
CCC(C)n1c(-c2cccc(S(=O)(=O)N3CCOCC3)c2)n[nH]c1=S (stereo not drawn)	/	/	/	/	-15	-22	/	0.7	-11
OC(COCC1COc2ccccc2O1)CN1CCN(c2ccccc2F)CC1 (stereo not drawn)	-5	-11	5.2	8.7	12	1	-16	8.7	-10
CCCN(CC1CC1)C(=O)Nc1ccccc1C	-1	0	-1.0	-1.5	11	-16	-11	0.2	-2
COc1ccccc1N1CCN(C(=O)Oc2ccccc2)CC1	-2	-10	0.5	-1.3	5	5	1	0.4	-4
CCN(CC)c1ccc(NC(=O)CCN2C(=O)c3ccccc3S2(=O)=O)c(C)c1	/	1	0.3	-0.3	3	-25	-7	0.4	2
CCCC(=O)n1nc(-c2ccco2)nc1N	3	13	0.1	0.4	16	-2	-17	0.6	-2
COc1cccc(C(=O)N2CCN(S(=O)(=O)Cc3ccccc3)CC2)c1OC	-4	15	5.8	8.8	8	7	-5	3.4	1
CCOC(=O)c1nn(-c2ccc(OCC)cc2)c2nc(-c3ccco3)c(C#N)c(=O)n12	-15	-26	0.3	0.0	16	5	-3	0.4	-16
Cc1ccccc1NC(=O)COC(=O)CCC(=O)c1cccs1	/	/	/	/	1	-8	/	0.3	9
COC(=O)c1cccc(CSc2nnc(-c3ccco3)n2-c2ccccc2)c1	-5	-25	3.2	0.8	17	-16	-8	0.9	-13
Cc1noc(/C=C/Nc2ccc(F)cc2F)c1[N+](=O)[O-]	1	-2	1.5	-1.3	16	19	-7	1.7	-3
CC(=O)c1ccc(NC(=O)CSc2ccc3nnc(-c4cccnc4)n3n2)cc1	-11	0	1.1	0.0	21	-12	9	0.6	-12
O=C(NCCCN1CCOCC1)c1ccc(NS(=O)(=O)c2ccccc2)cc1	-13	6	0.0	-0.1	18	-5	-8	0.2	-4
CC(=O)c1cnc(Oc2cc(Cl)ccc2Cl)nc1C	-12	-15	-1.5	-1.9	-8	-3	-4	-0.5	-15
COc1cccc(C(=O)Oc2ccc(/C=N/Nc3ccc(C(=O)O)cc3)cc2OC)c1	-9	2	15	15	14	45	-20	3.8	-7
O=C(/C=C/c1cccs1)N1CCC2(CC1)Oc1ccc(F)cc1C(=O)C21CC(c2ccccc2)=NO1 (stereo not drawn)	/	-11	2.3	0.4	22	40	-3	1.0	-17
Cc1cc(C(=O)Cn2nc(C(=O)O)c3ccccc3c2=O)c(C)n1C1CC1	-4	-8	0.6	0.6	14	-3	-3	-0.3	-12
O=C(Nc1cc(Cl)ccc1-n1cncn1)c1ccco1	-12	-14	-0.2	0.1	10	12	3	0.8	-1
CCc1nc2c(OCc3ccc(C(F)(F)F)cc3)cccn2c1N(C)C(=O)CC(C)C	/	/	/	/	4	-3	/	-0.3	-13

Screening results: PubChem, The Scripps Research Institute Molecular Screening Center
